NR2F2 inh: NR2F2 transcriptional activity inhibitors, primary screen, cell-based, luciferase reporter, HEK293T, luminescence; inhibition, % at 8.6 µM; AID 686940, 2013; 370,000 compounds, 0.7% hits; COUP transcription factor 2 (Homo sapiens), P24468; HEK293T NGFI-A luciferase reporter;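 active means inhibition above a per-plate cutoff, mean inhibition of test wells between control levels plus 3 SD, cut at about 38% in these data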;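 further: cells cotransfected with COUP-TFII expression vector driving the NGFI-A reporter; 0% = median of COUP-TF2 test wells and 100% = reporter-only cells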
Target sequence (P24468 whole entry, looked up): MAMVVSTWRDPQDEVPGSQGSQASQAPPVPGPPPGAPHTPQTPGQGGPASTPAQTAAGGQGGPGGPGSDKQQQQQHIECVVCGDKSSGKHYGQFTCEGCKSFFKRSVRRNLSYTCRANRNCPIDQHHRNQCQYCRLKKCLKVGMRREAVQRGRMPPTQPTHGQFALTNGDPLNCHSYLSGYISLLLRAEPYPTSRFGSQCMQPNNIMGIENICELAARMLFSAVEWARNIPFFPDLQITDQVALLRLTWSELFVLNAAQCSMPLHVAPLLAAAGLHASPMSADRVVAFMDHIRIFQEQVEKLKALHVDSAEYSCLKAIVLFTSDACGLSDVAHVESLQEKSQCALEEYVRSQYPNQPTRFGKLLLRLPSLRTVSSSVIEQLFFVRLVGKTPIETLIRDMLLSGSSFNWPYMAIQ
LRH-1 inv ag: LRH-1 (NR5A2) inverse agonists, primary screen, cell-based, luminescence, HEK293T, StAR-luciferase reporter | Nuclear receptor subfamily 5 group A member 2 (Homo sapiens), O00482 | LRH-1 transfected, 24 h | inhibition, % at 3.6 µM | 360,000 compounds, 0.13% hits | AID 602396, 2012;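 active means inhibition above the mean inhibition of all tested compounds plus 3 SD, cut at about 73% in these data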;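 further: 0% = DMSO wells and 100% = reporter-only cells lacking LRH-1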
Target sequence (O00482 whole entry, looked up): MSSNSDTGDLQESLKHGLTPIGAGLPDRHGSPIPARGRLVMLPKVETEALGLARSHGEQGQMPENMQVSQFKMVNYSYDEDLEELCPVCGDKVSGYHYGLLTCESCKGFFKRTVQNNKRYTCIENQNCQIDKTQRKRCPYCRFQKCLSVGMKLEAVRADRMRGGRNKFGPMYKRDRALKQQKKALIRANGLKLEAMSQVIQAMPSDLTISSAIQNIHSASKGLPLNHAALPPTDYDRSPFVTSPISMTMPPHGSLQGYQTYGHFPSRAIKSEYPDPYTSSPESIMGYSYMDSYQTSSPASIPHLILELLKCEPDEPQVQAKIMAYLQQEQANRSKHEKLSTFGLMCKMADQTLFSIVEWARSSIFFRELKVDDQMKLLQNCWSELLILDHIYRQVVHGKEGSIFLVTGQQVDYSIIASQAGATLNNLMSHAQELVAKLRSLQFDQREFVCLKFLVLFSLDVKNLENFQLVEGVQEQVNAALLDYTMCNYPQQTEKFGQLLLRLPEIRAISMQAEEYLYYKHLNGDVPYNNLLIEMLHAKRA
KKLEB cytotox: cytotoxicity in KKLEB CF airway cells, primary screen, cytotoxicity control for CF NF-kB inhibitor project, cell-based, uHTS, fluorescence assay plates; KKLEB CF airway cells viability, ATPlite luminescence, overnight; hits give low values; cells stimulated with P. aeruginosa culture filtrate; activity change (cytotoxicity), % at 5 µM; 360,000 compounds, 0.36% hits; AID 602141, 2011;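 active means corrected activity change at or below -50% at 5 µM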
EBV LMP1 NFkB: EBV LMP1-driven NF-kappaB luciferase reporter inhibitors, primary screen, cell-based, luminescence, single point; AID 504558, 2011; inhibition, % at 12.5 µM; 350,000 compounds, 0.69% hits; LMP1-induced NF-kappaB luciferase reporter cells; in the data active means inhibition above about 41%;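 further: 0% = neutral control wells and 100% = reference inhibitor control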
NCOA1 inh: SRC1 coactivator transcriptional activity inhibitors, primary screen, cell-based, luminescence; Nuclear receptor coactivator 1 (Homo sapiens), Q15788; HEK293 GAL4-SRC1 luciferase reporter; inhibition, % at 3.6 µM; 360,000 compounds, 0.12% hits; AID 588354, 2011;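 active means inhibition above the campaign mean plus 3 SD, with each screening campaign given its own cutoff, cut at about 60% in these data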;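 further: 0% = DMSO treated cells and 100% = gossypol at 36 µM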
TWEAK-Fn14 inh: inhibitors of TWEAK-Fn14 signaling, primary screen, luciferase reporter cells, uHTS; TWEAK-stimulated Fn14 reporter cells, luciferase luminescence, 8 h; inhibition, % at 10 µM; 360,000 compounds, 2% hits; in the data active means inhibition above about 50%
CF NFkB block: inhibitors of PAF-induced NF-kB signaling, primary screen, cell-based, GFP fluorescence, uHTS | KKLEB NF-kB-GFP reporter, GFP fluorescence overnight | inhibition, % at 5 µM | 360,000 compounds, 0.86% hits;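 active means at least 50% inhibition at 5 µM, scaled per plate between neutral and stimulator controls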;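 further: PAF is a Pseudomonas aeruginosa culture filtrate used as stimulus; plate controls were PAF-stimulated DMSO wells for no effect and unstimulated DMSO wells for full effect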
TRAIL sens C8: viability loss with TRAIL in NB7+C8 cells, primary screen, TRAIL sensitizer project, cell-based, ATPlite luminescence. inhibition (viability loss, TRAIL sensitization), % at 10 µM. 360,000 compounds, 1% hits. AID 624354, 2012;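 active means compounds causing at least 50% loss of cell viability in the single-dose screen, relative to plate controls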
NCOA3 inh: SRC3 coactivator transcriptional activity inhibitors, primary screen, cell-based, luminescence; inhibition, % at 3.6 µM; HEK293 GAL4-SRC3 luciferase reporter; AID 588352, 2011; 360,000 compounds, 0.17% hits; Nuclear receptor coactivator 3 (Homo sapiens), Q9Y6Q9;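 active means inhibition above a per-campaign cutoff, the mean of all compounds plus 3 SD, cut at about 60% in these data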;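 further: 0% = DMSO-treated cells and 100% = gossypol-treated cells at 36 µM; higher means less SRC3-driven luciferase light from the GAL4 reporter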
NCOA2 inhibitor: inhibition of GAL4-SRC2 driven luciferase reporter, primary screen, SRC2 inhibitor project, cell-based, luminescence; inhibition, % at 9 µM; 370,000 compounds, 0.17% hits; HEK293 GAL4-SRC2 luciferase reporter; AID 651957, 2012;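 active means inhibition above the mean inhibition of all tested compounds plus 3 SD, set per campaign, cut at about 52% in these data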;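 further: 0% = DMSO treated cells and 100% = cells given Gossypol at 36 µM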
TROY signal inh: inhibitors of TROY-driven NF-kB signaling, primary screen, Q293 LMP1-TROYcd cells, NF-kB luciferase, uHTS. Q293 LMP1-TROYcd NF-kB luciferase reporter, 4 h. inhibition, % at 10 µM. 360,000 compounds, 0.98% hits;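 active means compounds whose plate-normalised and pattern-corrected inhibition of the luciferase reporter signal at the single screening dose is 50% or more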
* = called active by the depositor; . = not tested or not shown.

SMILES	NR2F2 inh	LRH-1 inv ag	KKLEB cytotox	EBV LMP1 NFkB	NCOA1 inh	TWEAK-Fn14 inh	CF NFkB block	TRAIL sens C8	NCOA3 inh	NCOA2 inhibitor	TROY signal inh
COc1ccc(C(=O)C(C)OC(=O)c2cccc(S(=O)(=O)Nc3cc(Cl)c(OC)cc3OC)c2)cc1 (configuration not stated)	.	31	-4	6	6	34	-27	21	12	.	8
O=C(COC(=O)CSc1ccc2ccccc2c1)NCc1ccc2c(c1)OCO2	2	-3	5	11	1	7	-12	-3	-10	-8	1
Cc1ccc(SCC(=O)N=C2NC(=O)CS2)cc1	-15	12	-16	3	9	1	5	-11	6	14	24
COc1ccc(S(=O)(=O)N2CCC(C(=O)N[C@@H](C)C(=O)NC3CC3)CC2)cc1	-5	5	5	-8	-5	12	10	-10	2	-30	8
CC(C)CNC(=O)C1(C)CCCN1C(=O)Cc1cccc2ccccc12 (configuration not stated)	37	12	11	.	12	-12	-18	16	-11	1	-3
CC1CN(C(=O)CSc2nnc3c(Cl)cc(Cl)cn23)CC(C)O1 (configuration not stated)	2	19	11	-5	-8	-6	0	-2	5	3	-14
COCCOC(=O)c1c(C)oc2ccc(OC(=O)c3c(OC)cccc3OC)cc12	13	-13	-8	8	-21	46	14	14	10	21	15
CNc1nc(Nc2ccc(C(C)=O)cc2)nc(OC(C(F)(F)F)C(F)(F)F)n1	1	5	-29	-8	-11	42	20	-20	14	-36	17
Cc1[nH]c(=O)c(C#N)c(C)c1CCC(=O)N(C)CC(=O)Nc1ccc(Cl)c(Cl)c1	19	6	1	3	-8	17	-16	-5	-2	2	3
C/C(=N/Nc1ccc(C(=O)c2c(C)cc3ccccn23)cc1[N+](=O)[O-])c1ccc(O)cc1	-1	8	-26	-2	1	53*	34	9	-9	10	14
O=C(CCSCCc1ccccn1)Nc1cc(F)ccc1F	0	-7	-4	-7	-15	17	15	-5	8	26	-2
O=C(NCc1ccco1)C1CC2CCC1C2 (configuration not stated)	18	12	-10	-9	7	3	19	8	-6	6	2
c1cc(-c2noc(CCC3CCCC3)n2)ccn1	-7	5	-2	-7	-29	-26	0	-1	-23	-21	-26
CCOC(=O)N1CCN(S(=O)(=O)c2ccc(C)c(C)c2)CC1	-19	-10	7	-8	9	1	7	-7	5	3	1
CC12CCC(C(=O)N3CCCCC3)([C@H](Br)C1=O)C2(C)C (some centres not stated)	12	-13	6	3	11	-4	2	-8	17	15	4
Cc1ccc(SCC(=O)OCC(=O)NCC2CCCCC2)cc1C	2	-3	-6	-2	-10	4	2	-11	-3	22	6
COc1ccc([N+](=O)[O-])cc1NC(=O)COC(=O)c1ccccc1O	3	10	-9	-2	10	2	8	-12	5	-12	2
Cc1ccc2nc(-c3ccccc3Cl)cc(C(=O)Nc3cc(C)on3)c2c1	18	17	7	12	-2	20	-6	-4	4	9	-9
COc1ccccc1Nc1nnc(C)c(=O)[nH]1	-26	2	15	-5	-24	19	-20	-9	11	-11	-1
CN(C)CCNC(=S)Nc1ccc(Cl)cc1	3	0	-8	-3	-10	-7	-1	18	18	-13	0
C=CCOc1ccc(C(=O)n2cc(C(=O)OC)c3ccccc32)cc1	-9	-14	-2	-3	3	3	-4	11	-1	-34	-39
O=C(O)CN(c1ccc2c(c1)OCCO2)S(=O)(=O)c1ccccc1	-1	2	-2	0	-8	-11	12	-8	0	-13	-22
O=C(NCCCN1CCCC1=O)c1cc2nc(-c3ccco3)cc(C(F)(F)F)n2n1	-10	-15	-6	-4	-9	27	1	2	3	-22	-13
Cc1ccc(NC(=O)c2cc(=O)[nH]c3ccccc23)cc1	2	10	-2	2	-18	-3	-7	-11	0	-3	-12
COc1ccc(C(=O)NC(=S)NC(C)C)cc1Br	2	-23	5	-12	-14	-16	-9	-4	27	-22	-61
CC1=N/C(=C\c2ccc(OC(C)C)cc2)C(=O)N1c1ccc(C(=O)O)cc1	-16	4	10	-1	-17	-11	-28	5	11	-40	-4
CCc1nn(-c2cc(Cl)ccc2OC)c2c1C(=O)CCC2	-3	1	-9	-6	-17	5	14	8	14	-11	3
CC/C(C)=N\N=C\c1c(O)n(CC)c2cc(C3=NNC(=O)CC3)ccc12	.	12	0	-7	-22	3	7	3	10	.	-18
CC(CN1CCCCC1)OC(=O)c1ccc2c(c1)OCCO2 (configuration not stated)	-5	-42	-8	-11	-99	-8	12	-7	-55	-16	-27
COc1ccc2c(CC(=O)N3CCc4cc(OC)c(OC)cc4C3)coc2c1	11	-13	-5	5	2	-21	18	-15	-9	-1	-15
O=C(Cn1cc(C(=O)C2CC2)c2ccccc21)NCc1ccccc1	-11	-41	9	-24	-27	-12	-13	-9	-44	-23	-43
Cn1cnnc1SC(C(=O)Nc1cc(Cl)cc(Cl)c1)c1ccccc1 (configuration not stated)	-14	15	28	-12	3	-13	-18	-19	3	12	-9
Cc1ccc(NC(=O)COC(=O)/C=C/c2cccc(Cl)c2)cc1S(=O)(=O)N1CCOCC1	-7	3	-14	-4	3	-16	10	-11	13	2	11
O=C(Nc1ccccc1)c1c2c(nc3ccccc13)CCCC2	3	-2	6	7	-3	8	-20	-5	6	6	4
CCOc1ccc(-c2cnc3n2CCC3)cc1	-1	-30	0	-5	-4	29	-1	-3	-4	7	3
CCCNC(=O)C1CCC(CNS(=O)(=O)c2ccc3c(c2)N(C(C)=O)CCO3)CC1 (configuration not stated)	6	19	-4	-1	-10	-7	9	5	-21	-20	9
Nc1ncncc1-c1ccc(Cl)cc1	1	-9	11	-6	8	1	3	1	17	-10	1
COC(=O)[C@]1(C)CCC[C@@]2(C)C3CC[C@@]4(C)C[C@]3(CCC21)CC(=O)N4C (some centres not stated)	12	18	-18	-5	15	6	23	12	-7	-4	-11
COc1ccc(C(C)(C)C)cc1NC(=O)CN1C(=O)C(=O)N(Cc2ccco2)C1=O	11	17	-1	5	3	15	2	-7	6	7	8
O=C(c1cnn2c1NC(c1ccco1)CC2C(F)(F)F)N1CCN(c2cccc(Cl)c2)CC1 (configuration not stated)	36	0	-1	7	-1	44	9	-7	-3	5	23
N/C(Cn1cncn1)=N\NC(=O)C(=O)Nc1cccc(C(F)(F)F)c1	-20	6	0	-6	-2	-5	4	3	-1	6	12
COCCNC(=S)N(CCc1c(C)[nH]c2ccc(F)cc12)Cc1ccc(C)cc1	7	19	2	-11	6	24	-7	10	-10	5	20
COc1ccc(CC(NC(C)=O)C(=O)NC2CCN(C(=O)c3cnccn3)CC2)cc1 (configuration not stated)	21	0	6	-1	-1	0	-1	-10	-8	-12	-14
Cc1ccc(S(=O)(=O)N(C)Cc2ccc(-c3nnco3)cc2)cc1	-1	-13	5	-8	-9	-2	1	-2	-11	0	5
COc1ccccc1C(=O)N1CC(=O)Nc2ccc(F)cc2C1c1ccccc1 (configuration not stated)	8	-22	2	1	2	1	0	2	9	-5	-9
O=C(CCNC(=O)c1ccc([N+](=O)[O-])cc1)NCCC1=CCCCC1	12	-27	1	4	-23	-1	4	-2	1	-17	-10
CC1(C)CC(NC(=O)c2ccc(Cl)cc2)CC(C)(C)N1	3	3	8	-7	-6	74*	-10	-11	7	6	6
COCc1ccc(C(=O)Nc2ccc(C(=O)O)cc2)o1	-8	-21	17	0	-47	-19	-6	9	-44	9	-1
COc1nc(-c2ccc(C)cc2)ccc1-c1noc(-c2ccco2)n1	-19	-32	-11	-12	-15	-1	15	4	-37	-51	-36
CC1CCN(C(=O)c2[nH]cnc2C(=O)Nc2ccccc2)CC1	5	-13	-14	9	5	8	18	-3	6	-8	10
O=C1CN(S(=O)(=O)c2cccc(C(=O)O)c2)c2ccccc2N1	16	7	-2	-6	-5	-5	3	-21	-20	-13	-13
O=C(Nc1cccc2ncccc12)C(c1ccccc1)c1ccccc1	9	-4	2	25	3	-5	-1	-7	15	27	-26
c1ccc(Nc2ccccc2)cc1	-18	14	10	-1	9	3	-19	-7	2	-9	4
Cc1ccc(-c2c[n+](Cc3cccc(Cl)c3)c3n2CCC3)cc1	38*	24	3	6	16	26	-8	13	34	11	32
CC1(C)c2ssc(=S)c2-c2ccccc2N1C(=O)CSC1=NCCS1	3	-3	4	19	9	6	20	-14	23	0	7
C[C@H]1C=CC(=O)O[C@H]1c1ccccc1	-9	-1	4	0	1	41	33	0	21	-14	-5
CC(Cc1ccco1)NC(=O)c1cccc(S(=O)(=O)N(C)C)c1 (configuration not stated)	2	-51	6	-11	-59	-5	7	3	-44	-45	-33
Cc1ccc(C(=O)OCC(=O)N2CCOCC2)cc1	-12	-26	-15	-4	-76	8	15	23	-29	-21	-60
O=C(CN(C(=O)CNS(=O)(=O)c1ccc(F)cc1)C1CCCC1)NCc1ccco1	-21	-19	11	-5	-9	28	-7	-5	-2	4	-12
Cc1ccc(OCC(=O)N(C)CC(=O)Nc2cccc(F)c2)cc1	5	15	2	-1	-14	-9	-12	-1	18	-8	2

(listing goes on)
SMILES	NR2F2 inh	LRH-1 inv ag	KKLEB cytotox	EBV LMP1 NFkB	NCOA1 inh	TWEAK-Fn14 inh	CF NFkB block	TRAIL sens C8	NCOA3 inh	NCOA2 inhibitor	TROY signal inh
COc1ccc(CCNC(=O)/C(=C/c2cccnc2)NC(=O)c2ccccc2)cc1	1	16	5	-22	6	10	-16	-5	9	-46	1
CCn1cc(C(=O)OCC(=O)Nc2cc(S(=O)(=O)N(C)C)ccc2C)c(=O)c2ccc(C)nc21	-6	-8	-20	-17	8	-5	-9	-14	20	-18	6
COc1ccc([C@H]2CC(=O)C=C(c3ccc4c(c3)OCO4)C2)cc1OC	13	9	-5	1	-2	-17	1	-1	0	-2	7
Cc1csc(N(C(=O)c2ccccc2F)c2ccccc2)n1	12	-1	-8	-3	-4	2	-12	4	7	-3	-32
Cc1ccc(C(=O)Cn2c(C(=O)O)cc3ccccc32)cc1	-8	22	-7	-7	15	0	25	3	6	-11	1
O=C(CSc1ncccn1)NN=C1CCCCCC1	8	-24	7	4	-11	-16	-13	-10	18	-12	-4

Screening data (PubChem)
